From PubChem BioAssay
NALP1 yeast inh: inhibitors of NALP1 inflammasome in yeast; inhibition, % at 10 µM; AID 2071; actives 0.61% (n = 280,000); S. cerevisiae NALP1/ASC/caspase-1 growth, X-gal OD620, 72 h; in the data active means inhibition mostly above about 24%, no sharp cut-off; inactive means mostly below about 32%; further: some compounds called inactive have numbers as strong as hits
GalR3 antagonist: blocks the human galanin receptor 3; actives 0.44% (n = 360,000); AID 651719; inhibition, % at 3 µM; HEK293 GalR3-CNG cAMP membrane potential fluorescence; galR3 body fused to GalR1 C-terminus; O60755;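 active means inhibition above the screen-wide average plus 3 SD, cut at about 13% in these data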;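 further: forskolin and galanin both at EC90 stimulate the cells; cAMP rise reported by CNG channel membrane potential dye signal; 0% = forskolin plus galanin with DMSO and 100% = forskolin alone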
GPR7 antag: blocks human GPR7 receptor signaling | P48145 | GPR7-expressing cells, fluorescence antagonist assay | inhibition, % at 4.4 µM | actives 1.1% (n = 290,000); in the data active means inhibition above about 16%, passing the limit was not always enough;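 further: cells stimulated with the agonist NPW; 0% = agonist with vehicle and 100% = vehicle without agonist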
MEKK3 PB1 HTS: modulators (inhibitors or enhancers) of MEK5 binding to human MEKK3 PB1 domain; Q99759; bead-based flow cytometry, Alexa488-MEK5 binding to MEKK3; actives lie on both sides; 0 = blocked by unlabeled MEK5, 100 = vehicle; binding response (% of control), % at 10 µM; actives 1.4% (n = 290,000);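 active means binding response more than 3 SD above or below the average of its plate-row segment, actives on both sides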;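 further: Alexa488 bead fluorescence after subtracting the streptavidin-only scavenger bead signal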
Target sequence (Q99759 whole entry, looked up, the tested form may be a part): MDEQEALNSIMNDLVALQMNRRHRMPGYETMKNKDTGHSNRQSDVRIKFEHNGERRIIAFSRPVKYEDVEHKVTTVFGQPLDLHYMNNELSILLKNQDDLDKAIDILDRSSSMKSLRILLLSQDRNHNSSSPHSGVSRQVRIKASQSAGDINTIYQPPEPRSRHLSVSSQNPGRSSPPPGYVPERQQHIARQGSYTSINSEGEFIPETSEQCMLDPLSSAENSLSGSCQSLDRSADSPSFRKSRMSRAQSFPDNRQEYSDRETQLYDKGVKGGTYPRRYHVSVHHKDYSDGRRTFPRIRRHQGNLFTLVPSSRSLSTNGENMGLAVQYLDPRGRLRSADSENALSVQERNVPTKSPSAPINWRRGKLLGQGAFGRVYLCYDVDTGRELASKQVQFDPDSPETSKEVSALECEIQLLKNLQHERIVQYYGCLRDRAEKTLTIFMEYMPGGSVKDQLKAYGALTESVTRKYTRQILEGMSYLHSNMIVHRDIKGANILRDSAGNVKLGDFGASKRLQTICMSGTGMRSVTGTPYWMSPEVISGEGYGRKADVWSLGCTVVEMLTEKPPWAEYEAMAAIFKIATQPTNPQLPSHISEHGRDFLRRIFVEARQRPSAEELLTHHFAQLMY
MEKK2 mut-MEK5: signal of MEK5 binding to mutant human MEKK2 PB1 domain | bead flow cytometry, Alexa488-MEK5 binding to MEKK2 mutant | percent response, % at 10 µM | actives 0.35% (n = 290,000) | AID 1530; in the data active means percent response above about 24%, passing the limit was not always enough; further: inactives centre near 1; some results filed as inactive read as strong as hits; reference of the scale not given here
OXTR ag: agonists of human oxytocin receptor. P30559. CHO-OTR cells, Fluo-8 calcium fluorescence; normalized: DMSO 0%, oxytocin 100%. activation, % at 3 µM. actives 0.32% (n = 320,000). AID 2435;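 active means activation above the mean of all tested compounds plus 3 SD, cutoff set per screening run, cut at about 20% in these data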;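 further: peak over basal fluorescence ratio from a 100 s FLIPR kinetic read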
V1R ag counter: V1a receptor agonism, counter-screen for OXTR agonists. P37288. CHO-V1R cells, Fluo-8 calcium fluorescence, agonist mode; 0% DMSO, 100% 3 nM vasopressin. activation, % at 3 µM. actives 0.25% (n = 320,000). AID 2797;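 active means activation above the mean activation of all tested compounds plus 3 SD, per screening run, cut at about 20% in these data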;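 further: signal is peak over basal fluorescence ratio across a 100 second FLIPR read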
PHOSPHO1 block: blocks human PHOSPHO1 phosphatase activity; inhibition, % at 13.3 µM; AID 1565; Q8TCT1; actives 1.1% (n = 290,000); recombinant PHOSPHO1, absorbance phosphatase assay; in the data active means inhibition above about 60%
Target sequence (Q8TCT1 whole entry, looked up): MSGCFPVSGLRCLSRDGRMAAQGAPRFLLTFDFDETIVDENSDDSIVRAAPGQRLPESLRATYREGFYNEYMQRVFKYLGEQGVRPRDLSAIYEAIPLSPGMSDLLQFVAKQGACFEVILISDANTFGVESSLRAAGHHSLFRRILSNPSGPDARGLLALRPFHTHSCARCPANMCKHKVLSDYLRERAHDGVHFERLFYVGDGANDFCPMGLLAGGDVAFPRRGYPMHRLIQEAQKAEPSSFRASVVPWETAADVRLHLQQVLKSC
MEKK2 WT-MEK5: raises or lowers MEK5 binding to wildtype human MEKK2 PB1 domain; actives 1.1% (n = 290,000); Q9Y2U5; bead flow cytometry, Alexa488-MEK5 binding to MEKK2 WT; actives lie on both sides; binding response (% of control), % at 10 µM; AID 1531; in the data active means binding response below about 67% or above about 130%
* = called active by the depositor; / = not tested or not shown; [ ] = remark or other dose.

SMILES	NALP1 yeast inh	GalR3 antagonist	GPR7 antag	MEKK3 PB1 HTS	MEKK2 mut-MEK5	OXTR ag	V1R ag counter	PHOSPHO1 block	MEKK2 WT-MEK5
Clc1ccc(CN2C3=NCCCN3c3ccccc32)cc1Cl	13	-6	24*	96	-4	3.4	0.7	19	98
CCCCC(=O)Nc1ccccc1N1CCOCC1	2	-6	-6	98	1	-1.6	0.2	20	99
CC1=C(OC(=O)c2ccc(Br)cc2)C(C)(C)C(c2ccccc2)OC1=O (configuration not stated)	51	9	9	103	-1	4.1	0.6	7	97
CSc1ccccc1NC(=O)COC(=O)Cc1cccs1	9	-4	-13	106	4	-1.0	0.3	6	103
CN(C)S(=O)(=O)c1ccc(/C(O)=C2/C(=O)C(=O)N(Cc3cccnc3)C2c2ccco2)cc1 (configuration not stated)	-11	3	0	108	6	0.1	2.4	36	106
Clc1ccc(-c2nc3ncccn3c2Nc2ccc3c(c2)OCO3)cc1	-9	-2	-1	100	3	0.2	-0.5	-116	104
CCN(CC)C(=O)CC(c1ccc(N(C)C)cc1)c1c(OC)cc(OC)c2ccc(=O)oc12 (configuration not stated)	1	-5	/	93	6	0.7	0.1	-5	91
Cc1ccc(S(=O)(=O)Nc2cccnc2)cc1C	10	-8	12	106	6	0.4	2.5	-26	108
Cc1ccc(N=Nc2c(N)nn3c(N)c(C#N)c(C)nc23)cc1	-9	-1	-2	97	-10	-1.4	-1.8	20	95
Cc1ccc(N2CCN(S(=O)(=O)c3cccs3)CC2C)cc1 (configuration not stated)	35	-5	-17	102	-5	0.0	2.5	16	97
COc1cccc(C2C3(C#N)C(N)=NC(OC)(OC)C23C#N)c1 (configuration not stated)	10	4	5	102	5	-0.6	0.4	30	106
COC(=O)c1ccc(C(=O)Nc2ccc(C(C)C)cc2N)cc1	12	-7	-8	110	-1	-0.3	0.7	4	109
COc1ccc(N(CC(=O)N2CCN(c3cccc(C)c3)C(C)C2)S(=O)(=O)c2c(C)n[nH]c2C)cc1 (configuration not stated)	8	-6	-5	87	-3	-0.3	23*	-5	90
CC(Sc1nnnn1C)C(=O)NC(=O)NC1CCCCC1 (configuration not stated)	5	-4	6	88	-46	0.3	-0.2	7	95
O=[N+]([O-])c1cccc(-n2cccc2/C=N/Nc2nc(N3CCCCC3)nc(N3CCCCC3)n2)c1	2	-5	-13	91	-3	-2.1	-0.7	-1	94
CC(Sc1nc(N2CCOCC2)c2c(c1C#N)CC(C)(C)OC2)C(=O)O (configuration not stated)	19	-6	-7	104	3	1.1	5.2	15	102
COc1ccc(C2(c3ccc(OC)cc3)NC(=O)N(CC(=O)Nc3cc(C)ccc3OC)C2=O)cc1	7	-1	-13	99	1	3.1	3.5	38	97
CC(C)(C)NC(=O)c1cc2c(ccc3ccccc32)oc1=O	13	-7	-14	103	-3	-2.5	0.3	29	95
CCOc1ccc(N(C)Cc2cc(=O)oc3ccc(OCC)cc23)cc1	21	-6	-8	102	6	/	/	44	97
CC(=O)Oc1ccc(C(=O)Nc2cccc(C(=O)Nc3ccccc3C(=O)O)c2)cc1	-2	-8	-5	106	6	/	/	40	105
COc1ccc(C(C(=O)NC2CCCCC2)N(CC2CCCO2)C(=O)CNC(=O)c2ccco2)cc1 (configuration not stated)	7	-1	7	100	6	0.5	0.4	-5	104
COc1ccc(CCN2CC(C(=O)NCCc3ccc(C)cc3)CC2=O)cc1OC (configuration not stated)	-2	-6	-26	106	7	-0.5	-1.4	7	109
N/C(=N\OC(=O)N1CCOCC1)c1ccc(Cl)cc1	19	-4	-6	102	9	-0.3	0.2	4	116
CCC(=O)c1ccc(OC(=O)c2cnccn2)cc1	18	-9	-7	104	0	1.1	0.1	-4	103
COc1ccc(NC(=O)c2cc(-c3ccccc3Cl)on2)cc1	19	-3	3	101	-7	-1.1	2.7	19	92
Remaining list, next part:
SMILES	NALP1 yeast inh	GalR3 antagonist	GPR7 antag	MEKK3 PB1 HTS	MEKK2 mut-MEK5	OXTR ag	V1R ag counter	PHOSPHO1 block	MEKK2 WT-MEK5
CCC1CCCCN1CCCNC(=O)c1ccc2c(c1)N(Cc1c(F)cccc1Cl)C(=O)CS2 (configuration not stated)	11	-12	1	104	13	1.9	0.3	30	131
CC(=O)NNc1nc2ccccc2s1	-7	-5	0	104	5	0.8	1.3	44	102
CC(=O)NC(CC(=O)Nc1ccc2c(c1)OCCO2)c1ccccc1 (configuration not stated)	11	-9	-6	103	5	0.5	-0.2	19	104
CN1C2=CC=CC=CC2=[N+](C)C12C=CC(=[N+]([O-])[O-])C=C2[N+](=O)[O-] (configuration not stated)	-4	-5	-7	95	-7	1.0	0.2	-44	91
O=C(CN1CCN(Cc2ccccc2)CC1)Nc1ccc(Br)cc1	-1	-8	2	98	1	3.3	3.6	/	104
CCCCNc1cc(=O)oc2ccccc12	3	-4	-6	99	-1	-1.1	-0.3	-23	97
CC(C)C(=O)NNC(=O)CSc1nc(C2CCCCC2)nc2ccccc12	8	2	-7	140*	2	-0.2	0.2	-2	108
CCC(=Nc1ccccc1)C1=C(O)CCCC1=O	-14	-5	-6	100	-10	-0.1	0.6	24	98
CCOc1ccc(-c2cc(CCCC(=O)NCCc3ccccc3)no2)cc1	13	-3	-2	98	0	0.6	5.8	-5	99
O=C(c1ccc(Cl)c(Cl)c1)N1CCC(O)(CN2CCOCC2)CC1	20	-6	-13	101	-5	0.6	-0.5	25	103
COc1cc(OC)c2c(-c3ccccc3)cc(=O)oc2c1C(CC(=O)N1CCN(c2ccccc2)CC1)c1ccc2c(c1)OCO2 (configuration not stated)	-13	/	/	131*	0	/	/	31	145*
CN1CCN(c2nc3c(c(=O)n(C)c(=O)n3C)n2CCSc2nnnn2-c2ccccc2)CC1	/	-1	3	97	-1	-0.9	0.3	56	101
Cc1ccc(NC(=O)C2CCCN(S(=O)(=O)c3c(C)noc3/C=C/N(C)C)C2)cc1F (configuration not stated)	18	-2	1	105	6	3.6	1.4	-3	105
CN(C)/C=C/C(=O)c1ccc(Oc2ncccn2)cc1	32	-6	-18	99	-8	-0.6	1.3	25	99
Cc1ccc2nc(NC(=O)C3CCCN(S(=O)(=O)c4cccnc4)C3)sc2c1 (configuration not stated)	36	-4	-7	90	-10	8.0	6.6	30	88
CCCCOCCCNC(=O)C1c2ccccc2Oc2ccccc21	9	6	3	110	12	-1.5	0.2	29	113
COc1ccccc1-n1c(N)c(C(=O)NCC2CCCO2)c2nc3ccccc3nc21 (configuration not stated)	13	-2	7	106	9	3.5	2.4	-6	106
Cc1ccc(S(=O)(=O)N2CCCCC2C(=O)N2CCN(C)CC2)cc1 (configuration not stated)	4	0	-9	101	2	-1.1	-0.8	62*	102
O=C(/C=C/c1cccs1)Nc1nc(-c2ccccc2)cs1	/	-4	1	101	3	0.6	0.3	-6	94
CCOc1cc(CNn2nnnc2N)ccc1OCC(=O)NC(C)(C)C	0	-4	-12	110	2	1.1	0.7	-24	102
CC(C)(C)CC(=O)N1CCC(c2nc3c(nnn3Cc3c(F)cccc3Cl)c(=O)[nH]2)CC1	5	-1	-11	104	5	-0.5	0.3	8	110
COc1cc(/C=C2\C(=N)N3N=C(S(C)(=O)=O)SC3=NC2=O)ccc1OCCOc1ccccc1C	-2	-10	25	106	8	-0.7	0.3	-28	95
O=C(CSc1ccc(-c2ccco2)nn1)Nc1ccccc1	-29	2	-11	109	-2	2.0	-0.2	12	100
COc1ccc2nc(NC(=O)c3sc4nc(C)cc(C)c4c3N)sc2c1	/	-7	-5	48*[inhibitor]	-11	0.1	0.0	30	48
Cc1cc(C(=O)OCC(=O)NCCc2ccccc2)c(C)o1	2	1	-12	92	0	-2.3	-1.6	-16	98

Entries of single compounds as entered above:
Profile of CC(C)C(=O)NNC(=O)CSc1nc(C2CCCCC2)nc2ccccc12 → NALP1 yeast inh: 8; GalR3 antagonist: 2; GPR7 antag: -7; MEKK3 PB1 HTS: 140*; MEKK2 mut-MEK5: 2; OXTR ag: -0.2; V1R ag counter: 0.2; PHOSPHO1 block: -2; MEKK2 WT-MEK5: 108
Profile of COc1cc(OC)c2c(-c3ccccc3)cc(=O)oc2c1C(CC(=O)N1CCN(c2ccccc2)CC1)c1ccc2c(c1)OCO2 (configuration not stated) → NALP1 yeast inh: -13; GalR3 antagonist: /; GPR7 antag: /; MEKK3 PB1 HTS: 131*; MEKK2 mut-MEK5: 0; OXTR ag: /; V1R ag counter: /; PHOSPHO1 block: 31; MEKK2 WT-MEK5: 145*
Profile of Clc1ccc(-c2nc3ncccn3c2Nc2ccc3c(c2)OCO3)cc1 → NALP1 yeast inh: -9; GalR3 antagonist: -2; GPR7 antag: -1; MEKK3 PB1 HTS: 100; MEKK2 mut-MEK5: 3; OXTR ag: 0.2; V1R ag counter: -0.5; PHOSPHO1 block: -116; MEKK2 WT-MEK5: 104

More compounds follow:
SMILES	NALP1 yeast inh	GalR3 antagonist	GPR7 antag	MEKK3 PB1 HTS	MEKK2 mut-MEK5	OXTR ag	V1R ag counter	PHOSPHO1 block	MEKK2 WT-MEK5
COc1ccc(CCNC(=O)c2c(C)nc3ccccn23)cc1	-2	-5	9	93	-2	3.8	3.3	-1	97
COc1ccc(C(=O)Sc2ccc(Cl)cc2)cc1OC	2	-1	-8	/	/	0.3	0.7	-7	/
CCCCC1(C(=O)OCC)CC(CN2CCOCC2)OC1=O (configuration not stated)	2	-4	/	94	-1	0.6	0.3	-30	99
O=c1[nH]c(C2CCCN(S(=O)(=O)Cc3ccccc3)C2)nc2c1nnn2Cc1cccc(Cl)c1 (configuration not stated)	7	-4	-14	102	3	-0.4	0.7	32	95
Cc1csc(CN(C)C(=O)CC2C(=O)NCCN2Cc2ccc(-c3ccccc3)cc2)n1 (configuration not stated)	3	-7	-4	117	-5	3.3	4.2	-8	113
O=C(O)c1cc(N2CCOCC2)nc2ccccc12	20	-11	1	103	6	-0.6	0.7	15	106
COC(=O)CC1=NN(c2ccccc2)C(=O)/C1=C\c1ccc(OC)cc1	25	-11	-2	105	2	1.6	0.9	-2	105
Cc1cccc(-n2ccnc2SCC(=O)O)c1C	12	-2	-8	/	/	0.2	-0.9	-11	/
O=C(NC(=S)Nc1ccc(N2CCOCC2)c(Cl)c1)c1sc2ccccc2c1Cl	0	1	0	105	15	0.0	1.2	-6	110
CN(Cc1ccccc1)C(=O)COC(=O)c1ccc(Cl)c(N)c1	12	-9	-1	100	-1	0.6	2.2	-6	89
CC1CCCCC1NC(=O)CN(C)S(=O)(=O)c1cccc2nsnc12 (configuration not stated)	/	0	6	100	1	0.0	0.7	5	100
COc1ccc2c(c1)NC(=O)CC(c1ccccc1)=N2	50	-7	-1	99	0	-0.5	0.0	17	97
COCCn1c(N)c(N(Cc2ccccc2)C(=O)Cc2ccccc2F)c(=O)[nH]c1=O	12	0	-12	101	-11	1.6	0.1	21	87
O=c1oc2ccccc2c(Nc2cccc(O)c2)c1[N+](=O)[O-]	1	-4	2	110	4	1.1	-0.3	17	115
CCCCN(CC)C(=O)CN(C)S(=O)(=O)c1cccc2nsnc12	-2	-3	4	109	6	-1.2	-1.3	24	114
COc1ccc(-c2nc(N3CCCC3)[nH]c(=O)c2C#N)cc1	1	-5	-17	108	2	-1.3	0.7	3	105
O=C(O)c1ccc(Cl)c(S(=O)(=O)N(Cc2ccccc2)c2ccccc2Cl)c1	4	-7	-1	101	7	0.4	1.9	/	102
O=C(CNCCC1=CCCCC1)Nc1ccc(N2CCCCCC2)cc1	22	-2	-13	105	29	7.5	2.7	28	188*
COc1ccccc1-c1noc(-c2cc(OC)c(OC)c(OC)c2)n1	-80	-3	-20	104	4	-2.1	0.0	5	101
CCC(C)NC(=O)C(=O)NCc1ccncc1 (configuration not stated)	3	-6	6	81*[inhibitor]	-6	0.9	0.4	7	86
ONC=Nc1cccc2nonc12	5	-4	2	101	2	0.8	1.6	15	96

The order is random (roughly 5.4% active in at least one column).
